Screening data from PubChem.
GSTO1 counter: inhibitors of recombinant GSTO1, primary screen, counter-screen for RBBP9 inhibitor project, biochemical, fluorescence polarization; Glutathione S-transferase omega-1 (Homo sapiens), P78417; activity-based probe fluorescence polarization; inhibition, % at 5.96 µM; 300,000 compounds, 1.1% hits; AID 1974, 2009;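 active means inhibition above the campaign mean inhibition plus 3 SD, cut at about 35% in these data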;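 further: 0% = GSTO1-1 with DMSO and 100% = wells lacking GSTO1-1 enzyme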
Target sequence (P78417 whole entry, looked up): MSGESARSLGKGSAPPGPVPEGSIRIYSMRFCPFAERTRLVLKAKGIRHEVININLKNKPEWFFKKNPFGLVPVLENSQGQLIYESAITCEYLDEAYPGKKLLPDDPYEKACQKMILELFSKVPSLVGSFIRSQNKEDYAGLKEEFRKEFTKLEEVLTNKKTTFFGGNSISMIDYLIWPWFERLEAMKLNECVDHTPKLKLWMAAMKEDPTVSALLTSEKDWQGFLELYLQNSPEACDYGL
PME-1 primary: PME-1 inhibitors via competitive probe labeling, primary screen, biochemical, fluorescence polarization, FP-Rh probe, HTS | 320,000 compounds, 0.53% hits | inhibition, % at 5.9 µM | Protein phosphatase methylesterase 1 (Homo sapiens), Q9Y570 | recombinant PME-1;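 active means inhibition above the campaign mean of all compounds plus 3 SD, cut at about 26% in these data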;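 further: competitive labeling of PME-1 active site by serine hydrolase directed probe; 0% = PME-1 with DMSO and 100% = wells lacking PME-1 enzyme; inhibitors block probe labeling so polarization falls and inhibition rises; many of its hits are not listed in these tables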
Bcl-xL primary: inhibitors of human Bcl-xL, primary screen, biochemical, fluorescence polarization, HTS; GST-Bcl-xL / FITC-Bim BH3 peptide fluorescence polarization; inhibition, % at 10.9 µM; 320,000 compounds, 0.7% hits; AID 2129, 2009;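 active means inhibition above the mean of all tested compounds plus 3 SD, cutoff set per campaign, cut at about 30% in these data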;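 further: 0% = DMSO wells and 100% = unlabeled Bim-BH3 peptide competitor; inhibitors lower millipolarization by displacing the labeled peptide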
Target sequence (Q07817 whole entry, looked up): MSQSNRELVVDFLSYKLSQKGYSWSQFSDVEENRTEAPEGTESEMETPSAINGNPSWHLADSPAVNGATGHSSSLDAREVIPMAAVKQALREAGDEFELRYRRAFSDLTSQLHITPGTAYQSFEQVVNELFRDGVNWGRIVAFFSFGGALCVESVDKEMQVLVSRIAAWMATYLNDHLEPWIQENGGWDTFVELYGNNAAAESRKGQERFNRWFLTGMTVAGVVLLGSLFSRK
TPT1 inhibitor: Candida albicans TPT1 enzyme inhibitors, primary screen, biochemical, fluorescence polarization | AID 1962, 2009 | tRNA 2'-phosphotransferase TPT1 (Candida albicans SC5314) | 300,000 compounds, 0.81% hits | inhibition, % at 5 µM | recombinant caTPT1, FP RNA substrate dephosphorylation;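 active means inhibition above the mean of all tested compounds plus 3 SD, set per screening campaign, cut at about 24% in these data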;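 further: plate controls were DMSO alone for no effect and ferristatin control at 100 nM for full effect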
PAD4 inh: human PAD4 inhibitors, primary screen, biochemical, fluorescence polarization, 1536-well format; inhibition, % at 6.36 µM; recombinant PAD4, RCA probe fluorescence polarization; 330,000 compounds, 0.41% hits; AID 485272, 2010; Protein-arginine deiminase type-4 (Homo sapiens), Q9UM07;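 active means percent inhibition above a cutoff equal to the mean of all tested compounds plus 3 SD, cut at about 15% in these data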;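 further: 0% = PAD4 with RCA probe and DMSO and 100% = probe without PAD4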
GLD-1 RNA inh: GLD-1/TGE RNA complex disruptors, primary screen, biochemical, fluorescence polarization. Female germline-specific tumor suppressor gld-1 (Caenorhabditis elegans), Q17339. purified GLD-1 + fluorescein TGE RNA. inhibition, % at 5.96 µM. 320,000 compounds, 0.44% hits. AID 2280, 2010;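 active means percent inhibition above a per-plate cutoff, the plate mean of test compounds plus 3 SD, cut at about 30% in these data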;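 further: 0% = DMSO wells with GLD-1 and probe and 100% = wells lacking GLD-1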
Fam108B inh: mouse Fam108B serine hydrolase inhibitors, primary screen, counter-screen for RBBP9 inhibitor project, biochemical, fluorescence polarization; recombinant Fam108B, FP-Rh probe fluorescence polarization; inhibition, % at 9.51 µM; 300,000 compounds, 0.33% hits; AID 1947, 2009;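 active means inhibition above the screen mean inhibition plus 3 SD, computed separately per campaign, cut at about 18% in these data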;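 further: inhibitors lower polarization as less probe binds the enzyme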
MEX-5 binding: MEX-5 zinc finger RNA-binding disruptors – biochemical, C. elegans, fluorescence polarization, MLPCN library, primary screen; Zinc finger protein mex-5 (Caenorhabditis elegans), Q9XUB2; MEX-5/FITC-TCR2 RNA binding; hits give low values; activity score (negative = inhibition of binding), % at 10 µM; 300,000 compounds, 0.38% hits; AID 1832, 2009;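 active means inhibition past about -25% in most replicates, and total fluorescence under double the plate's negative control median, limit read from the data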;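 further: 0% = DMSO and -100% = 5 µM competing unlabeled TCR2 RNA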
MCL1 BIM primary: inhibitors of MCL1 binding to BIM-BH3, primary screen, biochemical, fluorescence polarization. Induced myeloid leukemia cell differentiation protein Mcl-1 (Homo sapiens), Q07820. GST-MCL1 / FITC-Bim-BH3 fluorescence polarization. inhibition, % at 10.9 µM. 320,000 compounds, 0.68% hits. AID 2057, 2009;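 active means inhibition above the mean inhibition of all tested compounds plus 3 SD, set per campaign, cut at about 40% in these data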;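 further: 0% = DMSO wells and 100% = unlabeled Bim-BH3 peptide control; higher means more loss of mP so more displacement of Bim peptide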
Target sequence (Q07820 whole entry, looked up): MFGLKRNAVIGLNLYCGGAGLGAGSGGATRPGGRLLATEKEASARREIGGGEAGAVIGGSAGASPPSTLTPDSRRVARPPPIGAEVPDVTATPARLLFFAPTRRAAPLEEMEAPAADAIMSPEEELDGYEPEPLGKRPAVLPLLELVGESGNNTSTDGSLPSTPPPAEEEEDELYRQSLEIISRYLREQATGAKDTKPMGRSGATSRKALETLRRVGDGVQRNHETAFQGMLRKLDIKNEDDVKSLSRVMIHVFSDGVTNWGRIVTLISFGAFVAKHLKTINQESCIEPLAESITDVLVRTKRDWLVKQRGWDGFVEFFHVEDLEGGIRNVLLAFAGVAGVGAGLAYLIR
* hit, by the source's call; · = no result given; & = joins results of further samples. A portion of the library; count on the stated rates, not on these rows.

SMILES | GSTO1 counter | PME-1 primary | Bcl-xL primary | TPT1 inhibitor | PAD4 inh | GLD-1 RNA inh | Fam108B inh | MEX-5 binding | MCL1 BIM primary
CN(Cc1ccccc1)C(=O)CN(C)S(=O)(=O)c1ccc(F)cc1 | 5 | -2 | 2 | -3 | -1 | 1 | 2 | 0.0 | 8
COCCn1c(SCC(=O)N2CCCC(C)C2)nnc1-c1ccco1 (configuration not stated) | -2 | 2 | 0 | -1 | 3 | 4 | 4 | -1.4 | -3
Cc1ccc(-c2cc(C(F)F)n3ncc(C(=O)N4CCc5ccccc5C4)c3n2)cc1 | -6 | -10 | 3 | -1 | 0 | 9 | -3 | 0.4 | 1
Clc1cccc(Cl)c1-c1nnc2ccc(N3CCOCC3)nn12 | -2 | 6 | -2 | 2 | -4 | 3 | 2 | -0.6 | 4
Cc1cccc(-n2cc3c(=O)n(C)c(=O)n(C)c3c2)c1 | 1 | -13 | 4 | -4 | -3 | -6 | -3 | 0.5 | 1
Cc1cc(C)n2nc(NCc3ccccc3)nc2n1 | 4 | 1 | 3 | 1 | 2 | 6 | -1 | 1.2 | 4
Cc1ccc2c(c1)c1c(n2CC(O)Cn2c(C)nc3ccccc32)CCCC1 (configuration not stated) | 2 | 4 | 10 | -4 | 3 | 10 | -1 | 4.1 | 7
C/C(=N\NC(=O)c1csc(C)c1C)c1ccco1 | 4 | -2 | -1 | 2 | -7 | 9 | -1 | 2.1 | 7
CCc1ccc(NC(=O)C(C)OC(=O)CC(NC(C)=O)c2ccccc2)cc1 (configuration not stated) | 1 | -5 | 4 | 0 | 4 | -2 | -1 | 0.0 | -1
O=C(NCCN1CCOCC1)C(=O)NCC1OCCN1S(=O)(=O)c1ccc(F)cc1 (configuration not stated) | 1 | 0 | 3 | -1 | -1 | 7 | -4 | -3.6 | -1
CC1=C(C(=O)OCc2ccccc2)C(c2cccc([N+](=O)[O-])c2)NC(=O)N1 (configuration not stated) | -44 | 2 | 3 | -4 | -2 | 0 | -2 | 0.7 | 4
CC(=O)c1cc2c(cc1NC(=O)C1CC=CCC1C(=O)O)OCO2 (configuration not stated) | 1 | 0 | -2 | 0 | 3 | 1 | 4 | -2.2 | 3
O=C(Nc1ccc(F)c(F)c1)c1ccc(-n2cncn2)c([N+](=O)[O-])c1 | · | 3 | -3 | · | -3 | 8 | · | · | -5
CCCNC(=O)c1cn(CC)c2cc(N3CCN(C(=O)c4ccco4)CC3)c(F)cc2c1=O | -5 | 7 | -1 | -1 | -4 | -3 | 0 | · | -7
CCOc1ccc(C(=O)NC2CC(=O)N(c3ccc4c(c3)OCCO4)C2)cc1 (configuration not stated) | 6 | 0 | 3 | 2 | -2 | 5 | 1 | -2.7 | 0
O=[N+]([O-])c1ccc(OCCN2CCCCCC2)cc1 | -3 | -3 | -1 | -3 | -1 | 1 | -2 | 0.2 | 6
Cn1c(SCc2nc3ccccc3[nH]2)nnc1-c1cnccn1 | -1 | -4 | -3 | 3 | -3 | 7 | 1 | 1.7 | -3
CC(=O)N1N=C(c2ccc(Cl)cc2)OC12CCCC2 | -2 | -2 | 5 | 0 | 1 | 10 | 5 | 0.9 | -1
CCOC(=O)C(=CNc1cc(C(F)(F)F)ccc1N1CCOCC1)C(=O)OCC | -4 | 1 | 8 | -3 | -3 | 9 | 5 | -2.0 | 5
Cc1cc(-c2nnc(CSc3nnc(NC(=O)c4ccc(C(C)(C)C)cc4)s3)o2)ccc1[N+](=O)[O-] | 4 | -2 | 6 | -9 | 2 | 11 | 3 | -2.0 | 0
NC(=O)c1ccccc1NC(=O)CSc1nc2ccccc2c(=O)[nH]1 | -5 | 3 | 9 | 0 | 5 | -8 | 3 | 1.2 | 1
CC(C)CNC(=S)NNC(=O)c1ccco1 | -2 | 2 | 2 | 3 | -1 | 5 | 2 | 2.0 | 3
CCCc1cc(=O)oc2cc(C)cc(OC(C)C(=O)NCCCN3CCOCC3)c12 (configuration not stated) | 2 | 7 | 8 | -2 | 4 | 4 | -2 | -0.6 | 1
Cc1ccccc1NS(=O)(=O)c1nnc(NC(=O)c2ccc(Br)cc2)s1 | -49 | -4 | 5 | -4 | -7 | -4 | -1 | -2.2 | 4
CCOc1ccc(NC(=O)c2ccc(CN3CCc4ccccc4C3)cc2)cc1 | 5 | -8 | 0 | 3 | -5 | -4 | -1 | 2.1 | -8
O=C(NNC(=O)c1ccc2ccccc2c1)Nc1ccc(F)cc1 | -1 | 0 | -2 | -1 | 6 | -1 | 0 | 0.2 | 3
CCOC(=O)C(CN1CCCC1)c1ccccc1 (configuration not stated) | 6 | -2 | 11 | -7 | 2 | -3 | 2 | -2.0 | 8
Cc1cc(NC(=O)CCN2C(=O)c3ccccc3C2=O)no1 | -1 | -1 | 1 | 0 | -8 | 6 | -3 | 1.1 | 0
CCOC(=O)C1CCN(C(=O)c2ccc3c(c2)S(=O)(=O)c2ccccc2C3=O)CC1 | -6 | 2 | 1 | 2 | 2 | 1 | 1 | -1.7 | -4
O=C(COc1nsnc1N1CCOCC1)Nc1ccc(Cl)cc1 | 5 | -8 | 4 | 0 | -8 | -1 | 0 | -1.3 | 9
CCC(=O)Nc1ccc(/C(C)=N\NC(=O)c2ccc(OC)cc2)cc1 | 7 | 5 | 2 | -1 | 4 | -1 | -5 | 0.2 | -1
Cc1nc2ncnn2c(C)c1CCC(=O)Nc1ccc(S(=O)(=O)N2CCCCCC2)cc1 | -1 | -3 | 8 | 2 | -4 | 4 | 6 | -1.2 | 0
Cc1ccc2cc(CCNC(=O)C(C)C)c(=O)[nH]c2c1 | 7 | 4 | 4 | -1 | 0 | 6 | 1 | -2.5 | 8
O=C(O)CSCC(=O)N1CCCN(c2nc3ccc(Cl)cc3s2)CC1 | -1 | 4 | -1 | -2 | -6 | 3 | 0 | -1.1 | -4
CCn1c(C)nc2c(C)[n+](CC(=O)c3ccc(Br)cc3)ccc21 | -1 | 1 | 3 | 1 | -5 | 1 | 1 | 1.7 | -5
CC(C)On1c(SCC(=O)N(C)C)nc2ccccc2c1=O | 7 | 7 | -1 | 2 | 2 | -2 | 1 | -1.9 | 0
CCOC(=O)c1c(CN(CC)CC)n(-c2ccccc2)c2ccc(O)cc12 | -2 | -2 | 0 | 3 | -36 | 0 | -4 | -0.6 | 6
CC(C)C(=O)Nc1oc(-c2ccccc2)cc1C#N | -1 | 7 | 7 | -4 | -5 | -1 | 3 | 4.1 | -2
Cc1ccccc1OCCC(=O)Nc1cc(S(=O)(=O)N2CCOCC2)ccc1OC(C)C | -3 | 0 | -10 | -1 | -7 | 0 | -2 | 0.1 | -18
CC1C(=O)N2CCCc3cc(NS(=O)(=O)c4ccc(F)cc4)cc1c32 (configuration not stated) | -3 | 6 | 18 | -5 | 2 | 11 | 2 | 1.4 | 14
COc1ccc(CCNS(=O)(=O)c2ccc3c(c2)oc(=O)n3C)cc1OC | 3 | -1 | 2 | 2 | -1 | 1 | 2 | -0.8 | 0
COC(=O)N/N=C/c1ccc(-c2cc(Cl)cc(Cl)c2)o1 | -3 | -1 | 3 | -2 | -5 | 0 | -1 | -0.4 | 3
CCC(C)(C)n1nnnc1CN1CCC(O)(c2cccc(C(F)(F)F)c2)CC1 | 4 | -1 | 0 | -1 | -10 | -5 | 5 | 4.8 | 1
NC(=O)C1(N2CCCCC2)CCN(C(=S)Nc2ccc(F)cc2)CC1 | 6 | 1 | 4 | 0 | 1 | 2 | 2 | -1.0 | 5
CCOC(=O)c1c(NC(=O)c2ccoc2C)sc2c1CCC2 | -6 | 10 | 4 | 4 | -2 | -9 | 3 | 0.1 | 5
C[C@@H]1CC[C@@]2(O[C@@H](CCO)C[C@@H](O)[C@@H]2O)O1 | 4 | -2 | -5 | -1 | 3 | 0 | -3 | -2.0 | 0
COc1ccc2nc(-c3ccccc3)cc(OC)c2c1 | -5 | -3 | 2 | 3 | -5 | 3 | -4 | -0.4 | -4
COc1ccc(NC(=O)Cc2ccccc2)cc1 | 5 | 0 | 7 | 0 | 2 | 6 | 1 | 0.5 | 6
CC1(c2ccccc2)NC(=O)N(CC(=O)NCc2ccc3c(c2)OCO3)C1=O (configuration not stated) | 5 | 2 | 0 | -3 | 1 | 5 | 0 | 0.2 | 1
COc1ccc(OC)c(-c2csc(N(C)C(=O)Cc3ccccc3)n2)c1 | 2 | -4 | 5 | 1 | -4 | 0 | 3 | -1.2 | -1
COc1ccc(-c2cc(C(=O)Nc3c(C)n(C)n(-c4ccccc4)c3=O)c3ccccc3n2)c(OC)c1 | -3 | -1 | 5 | 0 | 2 | 4 | 6 | -1.0 | 4
CCN(CC)C(=O)c1cnn(-c2ccccc2)c1NC(=O)c1cccc(F)c1 | 1 | 2 | 2 | -6 | -8 | 2 | 2 | -0.1 | -3
Cc1ccc(C)c(-n2c(-c3cccnc3)n[nH]c2=S)c1 | 2 | -2 | -8 | 3 | -4 | 8 | -2 | -0.9 | -12
CC(=O)N1CCN(CC(=O)Nc2ccc([N+](=O)[O-])cc2Br)CC1 | 3 | -7 | 1 | 0 | 0 | 3 | 1 | -1.9 | 3
CO/N=C(\C(=O)N[C@@H]1C(=O)N2C(C(=O)O)=C(COC(C)=O)CS[C@H]12)c1csc(N)n1 (stereo in doubt) | 5 | -7 | 5 | -2 | 2&-2&4 | 6&0&1 | 1 | -0.3 | 0
O=C(CCN1C(=O)/C(=C/c2ccccc2Cl)SC1=S)NNC(=O)c1cccnc1 | -2 | 1 | 2 | 1 | -4 | 3 | -1 | -2.7 | 11
Cc1nn(C)c(C)c1/C=C1/SC(=S)NC1=O | 7 | -2 | 0 | -1 | -2 | 10 | -1 | -3.7 | 6
OC(COc1ccc2c(c1)OCO2)CN1CCCC1 (configuration not stated) | 0 | 3 | 4 | -1 | -8 | 2 | 0 | -2.8 | 2
CCOCCCNC(=O)C1CCN(S(=O)(=O)CC)CC1 | -1 | -4 | 0 | 3 | 1 | -1 | -4 | -1.6 | -4
CC(Sc1nc2cc(Cl)ccc2s1)C(=O)Nc1cccc(S(=O)(=O)N2CCOCC2)c1 (configuration not stated) | -8 | -22 | 0 | 1 | -5 | 6 | -15 | 1.3 | 4
O=C(Nc1ccccn1)c1ccc(Br)c(S(=O)(=O)N2CCCCC2)c1 | 6 | 1 | 2 | 1 | -1 | 4 | -5 | 2.2 | 4
CCOc1ccc(CCNC(=O)c2cc(=O)[nH]c3ccc(S(=O)(=O)N(CC)CC)cc23)cc1OCC | 5 | 1 | -4 | -2 | 5 | 9 | 0 | -3.0 | -8
